Screens deposited in PubChem BioAssay by several laboratories.
APP 5'UTR act: activators of APP 5'UTR luciferase reporter, primary screen, SH-SY5Y cells; activation, % at 2 µM; 1% of 190,000 active; SH-SY5Y APP 5'UTR luciferase reporter, luminescence; zero percent = DMSO vehicle wells;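 active means activation above a set limit, based on mean plus 3 SD of controls, cut at about 140% in these data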; further: values of inactives mirror those of a sister screen read the other way
FLuc stim CS: FLuc activators, initial screening, artefact control for FLuc-dependent activation tests, biochemical, ATPlite luminescence. Luciferin 4-monooxygenase (Photinus pyralis), P08659. ATPlite luciferase biochemical, 10 min; 0 = ATP-free wells, 1 = DMSO control. activation factor at 10 µM. 200,000 tested, under 10 active. AID 1027, 2008;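 active means luciferase activation factor, scaled between plate controls, of at least 2 with compound at 10 µM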
Target sequence (P08659 whole entry, looked up): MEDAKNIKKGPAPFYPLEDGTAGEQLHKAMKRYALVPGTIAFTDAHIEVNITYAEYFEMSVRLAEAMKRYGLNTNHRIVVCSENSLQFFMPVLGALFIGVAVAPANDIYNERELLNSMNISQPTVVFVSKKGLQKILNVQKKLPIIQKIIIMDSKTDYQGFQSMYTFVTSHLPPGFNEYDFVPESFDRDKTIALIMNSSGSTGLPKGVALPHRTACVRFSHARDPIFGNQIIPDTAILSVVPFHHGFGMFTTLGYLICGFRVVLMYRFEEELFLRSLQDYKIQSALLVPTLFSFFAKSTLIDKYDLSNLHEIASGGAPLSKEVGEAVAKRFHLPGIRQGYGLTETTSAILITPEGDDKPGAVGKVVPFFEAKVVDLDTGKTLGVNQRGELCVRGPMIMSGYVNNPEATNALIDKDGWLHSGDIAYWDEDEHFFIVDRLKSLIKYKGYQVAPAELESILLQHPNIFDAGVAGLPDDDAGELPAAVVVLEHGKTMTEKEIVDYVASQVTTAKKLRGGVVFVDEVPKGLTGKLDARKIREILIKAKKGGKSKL
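Material: Luciferase/luciferin reagent mix; Doses: test compounds dosed from 2 mM stocks in 100% DMSO; Schedule: 10 min incubation after luciferase reagent addition, room temperature; Measured by: luminescence from luciferase reaction; Read-out: luminescence gain marking luciferase activators.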
NF-kB expr up: activators of NF-kB expression in neurons, primary screen, cell-based, HTS; human neuronal cells, NF-kB reporter expression; stronger effect = higher value; fold change at 12.5 µM; 1.6% of 190,000 active; in the data active means fold change above about 3.3
Redox H2O2 prof: compounds producing H2O2 with reducing agent – biochemical, NIH compound library profiling, artefact control for MLSCN library redox annotation, primary screen. DTT-dependent redox cycling H2O2, phenol red/HRP absorbance; 100% = 100 µM peroxide control, 0% = buffer. 0.03% of 200,000 active. AID 878, 2007. activation, % at 10 µM;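 active means activation of at least 50% relative to the plate's high and low controls in the primary single-dose screen; inactive means activation below 50%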;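 further: compound incubated with DTT at 0.8 mM final as the reducing agent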
APP 5UTR inh: inhibitors of APP translation via 5'UTR reporter, primary screen, APP 5'UTR luciferase, SH-SY5Y cells; SH-SY5Y APP 5'UTR-luciferase reporter, luminescence; inhibition, % at 2 µM; 0.82% of 190,000 active; AID 1285, 2008;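 active means inhibition above a set limit, derived from the sample mean plus 3 SD, cut at about 45% in these data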; further: values of inactives mirror those of a sister screen read the other way
Efa HMGR inh: inhibitors of E. faecalis class II HMGR, primary screen, biochemical, Enterococcus faecalis | AID 1066, 2008 | inhibition, % at 10 µM | purified E. faecalis HMGR, NADPH absorbance 340 nm kinetic | 0.41% of 190,000 active | HMG-CoA reductase (Enterococcus faecalis, mvaE);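 active means inhibition above a set limit, the median over all tested compounds plus 3 SD, cut at about 9.5% in these data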;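 further: enzyme runs in reverse so mevalonate oxidation gives rising NADPH absorbance; 0% = complete reaction with DMSO and 100% = background rate lacking mevalonate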
STAT1 activator: STAT1 signaling activators, primary screen, cell-based, HTS, luciferase reporter; NIH 3T3 STAT1-luciferase reporter, IFN-gamma, luminescence; 100% = IFN-gamma alone, no compound; activation (% of control), % at 5.5 µM; 2.6% of 200,000 active;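 active means activation above the screen-wide mean activation plus 3 SD, cut at about 130% in these data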;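 further: raw ratio to IFN-gamma control signal so 100% means no change and 0% no light; values of inactives mirror those of a sister screen read the other way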
Hsp70 act: Hsp70 transcriptional activators, primary screen, cell-based, HeLa, Hsp70 promoter luciferase, luminescence, 10 µM. HeLa Hsp70 promoter luciferase reporter; scaled: vehicle 0, proteasome-inhibitor control 100%. activation, % at 10 µM. 0.04% of 200,000 active;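 active means activation above the mean across all tested compounds plus 3 SD, cutoff set per campaign, cut at about 5.5% in these data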;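 further: 100% = MG132 at 30 µM as the positive control and 0% = DMSO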
FLuc inhib CS: firefly luciferase enzyme inhibitors, primary screen, artefact control for luciferase-based inhibitor screens, biochemical, luminescence, ATPLite. Luciferin 4-monooxygenase (Photinus pyralis), P08659. 10 min. inhibition, % at 10 µM. 1.5% of 200,000 active;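 active means inhibition above about 50% when tested at 10 µM, limit read from the data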
G6PDH CS: L. mesenteroides G6PDH inhibitors, counter-screen for G6PDH-coupled screening assays, biochemical, Leuconostoc mesenteroides enzyme. glucose-6-phosphate dehydrogenase [Leuconostoc mesenteroides]. Purified L. mesenteroides G6PDH, diaphorase/resazurin coupled fluorescence, 45 min. inhibition, % at 5 µM. 0.12% of 200,000 active. AID 1020, 2008; in the data active means inhibition above about 50%
An asterisk follows results filed as active; . = not tested or not shown. Hits appear at their usual frequency; overall some 5.3% were active at least once.

SMILES	APP 5'UTR act	FLuc stim CS	NF-kB expr up	Redox H2O2 prof	APP 5UTR inh	Efa HMGR inh	STAT1 activator	Hsp70 act	FLuc inhib CS	G6PDH CS
CC12c3ccccc3C(c3ccccc31)C1C(=O)N(Cc3cccnc3)C(=O)C12 (centres undefined)	-9	1	0.85	1.9	9	-1	100	0.1	-3	-4
Cc1ccc(C(=O)Nc2ccc(S(=O)(=O)N3CCc4ccccc4C3)cc2)o1	3	1.1	0.92	-0.2	-3	-5	92	-0.3	-10	1
Cc1ccc(O)c(C2=NCCNC(C(F)(F)C(F)F)=C2)c1	-16	1	0.79	-0.1	16	-4	104	-0.3	-1	-3
CCCOc1ccc([N+](=O)[O-])c(N)c1	-1	1.1	1.1	0.0	1	-5	95	0.1	-7	9
Cc1cc2c(N3CCCCC3C)ncnc2s1 (centres undefined)	-7	1	0.99	1.6	7	-1	96	0.0	0	1
OCCC1CN(Cc2ccc3nsnc3c2)CCN1C1CCCCC1 (centres undefined)	0	1.1	0.99	-1.3	0	2	98	-0.1	-5	9
COCCn1nnnc1C(CC(C)C)N1CCN(c2ccccc2)CC1 (centres undefined)	7	1.1	1.4	0.9	-7	-4	97	-0.3	-8	1
CC1Cc2ccccc2N1CC(=O)NCc1ccccc1Cl (centres undefined)	3	1	0.82	0.0	-2	-3	93	-0.5	-5	2
COc1ccc(C(CNC(=O)c2ccccc2SC)N(C)C)cc1 (centres undefined)	-17	1	1.3	0.1	17	-1	106	-0.2	-5	1
Cc1cc(NC(=O)CSc2nc3sc(C)c(C)c3c(=O)n2C2CCCC2)no1	0	1	1.1	0.7	0	0	92	-0.2	-3	4
CCOC(=O)c1[nH]c(C(=O)O)c(CCN(CC)CC)c1C	-8	1.1	1.1	1.7	8	-4	107	-0.1	-7	4
Cn1c(NCc2ccccc2O)nc2ccccc21	97	0.9	3.2	-2.7	-97	2	110	0.0	10	0
COc1cc(OCC(N)=O)cc(OC)c1OC	-2	1	0.92	-0.2	2	0	100	-0.4	-2	0
O=C(Nc1ccccc1)Nc1ccc(S(=O)(=O)N2CCCCC2)cc1	9	1	0.6	1.1	-9	-1	97	-0.3	-4	10
CCOC(=O)N1CCN(C(=O)CNC2CCCCCCC2)CC1	8	1	1.1	-0.9	-8	-1	94	-0.2	-5	-5
CC1(C)CC(=O)C2=C(C1)N(C1CCCCC1)C(=O)C2(O)C(F)(F)F (centres undefined)	-24	1.1	1.1	0.0	24	0	99	-0.1	-7	11
C=CCn1c(SCC(=O)NC(=O)NCc2ccco2)nc2sc(C)c(C)c2c1=O	13	1.1	1.1	0.2	-13	1	99	-0.3	-7	4
COc1ccc(-n2cc(-c3ccccc3)c3c(N4CCOCC4)ncnc32)cc1	-10	1	0.3	-1.1	10	-1	58	-0.3	-4	0
CCc1ccc(NC(=O)C2CC(=O)N=C(N)S2)cc1 (centres undefined)	-3	1.1	1.1	-0.6	3	-1	98	-0.1	-8	12
CN(C)/C=N/c1cc(=O)n(C)c(=O)n1CC1CC1	4	1	1.3	-0.6	-4	-2	90	-0.2	0	18

Brought forward from above: 2 compounds; new compounds follow.
SMILES	APP 5'UTR act	FLuc stim CS	NF-kB expr up	Redox H2O2 prof	APP 5UTR inh	Efa HMGR inh	STAT1 activator	Hsp70 act	FLuc inhib CS	G6PDH CS
CCc1ccc(NC(=O)C2CC(=O)N=C(N)S2)cc1 (centres undefined)	-3	1.1	1.1	-0.6	3	-1	98	-0.1	-8	12
CN(C)/C=N/c1cc(=O)n(C)c(=O)n1CC1CC1	4	1	1.3	-0.6	-4	-2	90	-0.2	0	18
Nc1nc(SCc2ccc(Cl)cc2)[nH]c(=O)c1-c1ccccc1	9	1	1.4	0.8	-9	-3	104	-0.2	-4	1
O=C(Cn1cc(/C=N/O)c2ccccc21)N1CCOCC1	-1	1.1	1	1.5	1	-3	107	-0.1	-7	0
Cc1ccc(NC(=O)C2CC(=O)n3c(nc4ccccc43)N2)cc1Cl (centres undefined)	11	1	1.2	0.2	-11	-2	105	-0.1	-5	5
CC(C)(C)c1ccc(-c2cn(-c3ccc(Br)cc3)c3[n+]2CCCS3)cc1	-6	1.1	1.8	-0.1	6	-6	73	-0.2	-5	6
COc1ccc(S(=O)(=O)NCCSCc2ccco2)cc1Cl	-3	1	1.1	1.3	3	-5	105	0.1	-5	1
Cc1ccc(-c2nn(C)c(=O)c3ccccc23)cc1CNC(=O)c1ccco1	5	1.1	1.2	-2.9	-5	-1	93	-0.2	-10	0
Cc1ccc(NC(=O)c2ccc(NCc3ccc(F)cc3)nc2)cc1	-8	1.1	1.2	-1.0	8	3	105	-0.3	-8	1
C[n+]1c2n(c3ccccc31)N=C(c1ccc(-c3ccccc3)cc1)CS2	0	1	1.9	-0.3	0	-2	72	0.5	-4	2
Cc1cc(N)n2ncc(-c3ccc(F)cc3)c2n1	84	0.9	1.7	0.2	-84	1	140*	0.3	7	1
Cc1ccc(S(=O)(=O)N2CCN(S(=O)(=O)N3CCOCC3)CC2)cc1	15	1	1.1	-2.8	-15	-2	103	0.0	-3	9
Cc1ccccc1OCc1nnc(SCC(=O)Nc2c(C)n(C)n(-c3ccccc3)c2=O)n1-c1ccccc1	-5	1.1	1	-0.3	5	-3	104	-0.4	-8	4
C=CC[n+]1c(-c2ccc(C)cc2)csc1Nc1c(C)n(C)n(-c2ccccc2)c1=O	-7	1.1	1	-0.8	7	-4	89	-0.1	-10	6
CCOC(=O)Cc1nnc(Nc2cccc(C)c2)c2ccccc12	-5	1	1.2	0.0	5	0	94	-0.4	-5	-9
O=C(c1ccccc1Cl)N1CCN(c2ccccn2)CC1	11	1	1.1	0.5	-11	-5	101	-0.2	-4	3
O=C(CSc1ncn[nH]1)c1cccc([N+](=O)[O-])c1	-3	1	1.3	0.2	3	2	96	-0.3	-4	-1
O=S(=O)(Nc1ccccn1)c1ccc(C2CCCCC2)cc1	1	1.1	1.1	0.5	-1	-3	97	-0.4	-10	3
CCN1C(=O)CC(c2ccco2)Sc2ccccc21 (centres undefined)	10	1.1	0.86	0.5	-10	3	99	0.5	-8	11
Cc1cc(C)nc(NC(=NCCc2c[nH]c3ccccc23)NC(=O)c2ccco2)n1	13	1.1	0.3	0.4	-13	1	96	-0.2	-7	-1
Cc1sc(/N=C/c2c(O)ccc3ccccc23)c(C#N)c1C	.	1	1.3	0.1	.	-6	94	-0.3	-4	-5
Cn1nnnc1SCC(=O)c1ccc2c(c1)OCCO2	11	1	1.8	-0.1	-11	4	112	-0.4	1	9

Limited to FLuc stim CS, Efa HMGR inh and NF-kB expr up, for 6 of the compounds above:
canonical_smiles	FLuc stim CS	Efa HMGR inh	NF-kB expr up
O=C(CSc1ncn[nH]1)c1cccc([N+](=O)[O-])c1	1	2	1.3
C=CC[n+]1c(-c2ccc(C)cc2)csc1Nc1c(C)n(C)n(-c2ccccc2)c1=O	1.1	-4	1
Cc1cc(N)n2ncc(-c3ccc(F)cc3)c2n1	0.9	1	1.7
Cc1ccc(NC(=O)c2ccc(NCc3ccc(F)cc3)nc2)cc1	1.1	3	1.2
CCOC(=O)Cc1nnc(Nc2cccc(C)c2)c2ccccc12	1	0	1.2
Cn1nnnc1SCC(=O)c1ccc2c(c1)OCCO2	1	4	1.8

Already shown: entries from further up.
SMILES	APP 5'UTR act	FLuc stim CS	NF-kB expr up	Redox H2O2 prof	APP 5UTR inh	Efa HMGR inh	STAT1 activator	Hsp70 act	FLuc inhib CS	G6PDH CS
Cc1sc(/N=C/c2c(O)ccc3ccccc23)c(C#N)c1C	.	1	1.3	0.1	.	-6	94	-0.3	-4	-5
Cn1nnnc1SCC(=O)c1ccc2c(c1)OCCO2	11	1	1.8	-0.1	-11	4	112	-0.4	1	9

More records follow:
SMILES	APP 5'UTR act	FLuc stim CS	NF-kB expr up	Redox H2O2 prof	APP 5UTR inh	Efa HMGR inh	STAT1 activator	Hsp70 act	FLuc inhib CS	G6PDH CS
CC1(C)CC(=O)C2=C(C1)N(c1ccccc1)C(N)=C(C#N)C2c1ccccc1 (centres undefined)	-10	1.1	0.98	3.4	10	-2	92	-0.3	-8	-1
Cn1nc(-c2ccc(Cl)cc2)c2cc(C(=O)N3CCN(C(=O)c4ccco4)CC3)sc21	-2	1	0.37	-1.6	2	-7	89	-0.3	-4	2
CN(CC(=O)Nc1ccc(N2CCOCC2)cc1)C(=O)C1CCCC1	14	1.1	0.96	-0.4	-14	-2	92	-0.3	-6	-1
Cc1cccc(CCNS(=O)(=O)c2cnc[nH]2)c1	18	1	0.9	-0.4	-18	0	94	-0.2	-2	0
Cc1cc(C)c2sc(N(CCN(C)C)C(=O)c3c(F)cccc3F)nc2c1	-6	1	1	0.2	6	-5	92	-0.2	3	-4
CCC(CC)COC(=O)C(C#N)c1nc2ccccc2nc1N1CCOCC1 (centres undefined)	5	1	0.77	2.6	-6	-1	100	-0.1	-2	-1
C=CCSc1nc(C)c(CCC(C)C)c(=O)[nH]1	-8	1.1	1.3	-1.3	8	-4	97	-0.4	-6	8
CC(NC(=O)c1cccs1)c1nnc(SCc2ccc(Cl)cc2Cl)n1C (centres undefined)	18	1	1	-0.1	-18	-5	88	-0.3	-1	4
Cc1cccc(N2C(=O)CC(N3CCC(c4nc5ccccc5[nH]4)CC3)C2=O)c1 (centres undefined)	-15	1.1	1.3	-0.2	15	0	86	-0.1	-6	1
COc1ccc(C(=O)Nc2ccc3c(c2)nc(CCNC(C)=O)n3C)cc1	33	0.7	1.8	0.1	-33	-2	107	-0.4	33	6
O=C(Cc1c(O)c2ccccc2[nH]c1=O)NC1CCCCCC1	21	1	1.3	-1.0	-21	4	88	-0.3	-2	1
COc1ccc(CC(=O)NCc2nnc(SCc3ccc(C)cc3)n2C)cc1	7	1	0.91	-0.1	-7	-2	100	-0.2	1	-2
O=C(CSc1nnc(CNc2ccc(F)cc2)n1Cc1ccco1)N1CCOCC1	2	1.1	1	0.9	-2	1	89	-0.3	-8	10
S=C(NC1CCCCC1)N1CCn2cccc2C1c1cccnc1 (centres undefined)	-8	1	1	0.1	8	-2	103	-0.2	-4	8
CCOC(=O)C1CCN(Cc2nc3ccc(Cl)cc3n2CCO)CC1	11	1	1	-2.6	-11	4	107	-0.2	-4	6
O=C(CCN1CCN(c2ccccc2)CC1)N/N=C/c1ccc(O)c(O)c1O	11	0.9	.	-1.0	-12	-5	97	0.0	6	33
